# Screens from PubChem BioAssay.
# GSK3B inh – blocks human GSK3beta kinase activity; P49841; GST-GSK3beta kinase, ADP-Glo luminescence, 60 min; stronger effect = lower value; activity score (negative = inhibition), % at 10 µM; 0.038% of 300,000 active;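 active means more than half of replicate wells score below -50%, meaning over 50% inhibition versus plate controls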;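 further: 0% = median DMSO wells and -100% = median GW8510 positive control wells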
# Target sequence (P49841 whole entry, looked up): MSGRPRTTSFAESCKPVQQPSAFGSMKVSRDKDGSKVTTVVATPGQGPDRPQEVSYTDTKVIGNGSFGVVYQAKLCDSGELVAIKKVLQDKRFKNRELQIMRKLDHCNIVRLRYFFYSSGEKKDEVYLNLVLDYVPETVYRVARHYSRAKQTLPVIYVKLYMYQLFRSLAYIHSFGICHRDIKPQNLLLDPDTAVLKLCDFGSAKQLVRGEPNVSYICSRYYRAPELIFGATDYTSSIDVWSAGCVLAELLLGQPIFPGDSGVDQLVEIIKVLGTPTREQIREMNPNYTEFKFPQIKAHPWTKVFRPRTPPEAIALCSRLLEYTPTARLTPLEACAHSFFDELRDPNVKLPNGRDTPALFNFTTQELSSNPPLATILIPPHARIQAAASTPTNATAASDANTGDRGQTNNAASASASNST
#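 Test system: GST-fused GSK3beta enzyme, cell-free | Quantity: 1.6 ng GST-GSK3beta enzyme per well | Reagent: 25 µM ATP with peptide substrate | Schedule: 60 min enzyme reaction, room temperature | Signal: Luminescent ADP-Glo measurement of ADP formed | Read-out basis: Score relative to plate controls | Control set: DMSO and 20 µM GW8510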
# KCNK3 block – human KCNK3 channel inhibition, primary screen | O14649 | B-score at 10 µM | AID 602410 | CHO-KCNK3 thallium flux, FluxOR fluorescence; stronger effect = lower value | 0.84% of 340,000 active;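 active means B-score under library mean minus 4 SD, starting fluorescence ratio at most library mean plus 5 SD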;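 further: more negative B-score means stronger inhibition of thallium flux through KCNK3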
# GSK3A inh – blocks human GSK-3 alpha kinase. P49840. ADP-Glo luminescence, 60 min. inhibition, % at 10 µM. 0.1% of 320,000 active;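 in the data active means inhibition above about 50%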;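 further: GST-tagged GSK-3 alpha with peptide substrate and 25 µM ATP; 0% = DMSO neutral wells and 100% = GW8510 positive control wells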
# KCNK9 block – blocks the human KCNK9 two-pore domain potassium channel | HEK293 KCNK9, FluxOR thallium flux fluorescence; stronger effect = lower value | Q9NPC2 | 1.2% of 310,000 active | AID 488922 | B-score at 10 µM;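 active means ratio B-score over 3 SD below the library mean, with starting fluorescence within 5 SD of its mean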;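 further: negative B-score means less thallium flux so channel inhibition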
# Target sequence (Q9NPC2 whole entry, looked up, the tested form may be a part): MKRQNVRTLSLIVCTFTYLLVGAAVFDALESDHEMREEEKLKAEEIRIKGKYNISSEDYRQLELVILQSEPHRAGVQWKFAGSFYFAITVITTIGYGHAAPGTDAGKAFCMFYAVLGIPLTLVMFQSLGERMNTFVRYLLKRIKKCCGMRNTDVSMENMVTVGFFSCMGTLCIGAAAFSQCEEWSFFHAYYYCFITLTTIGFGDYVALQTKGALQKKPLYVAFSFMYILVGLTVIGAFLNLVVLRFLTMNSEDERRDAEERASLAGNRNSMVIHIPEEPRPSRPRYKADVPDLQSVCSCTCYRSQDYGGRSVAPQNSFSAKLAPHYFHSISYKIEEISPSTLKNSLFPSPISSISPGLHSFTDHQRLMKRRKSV
# hERG rescue – compounds protecting human hERG from proarrhythmic drug block; Q12809; CHO-hERG, FluxOR thallium flux, dofetilide IC70 present; activation (rescue from dofetilide block), less the hit threshold, % at 10 µM; 0.51% of 310,000 active; AID 1511;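 active means activation above the mean of controls blocked by dofetilide plus 5 SD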;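 further: thallium influx through hERG after potassium depolarization seen as dye fluorescence rise; in these data hits start at about 4.7%; inactives centre near -7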
# KCNQ1 act – human KCNQ1 channel potentiation or activation. CHO-K1 KCNQ1, thallium flux FluxOR fluorescence; stronger effect = higher value. AID 2648. B-score at 10 µM. 0.35% of 310,000 active;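 active means fluorescence ratio B-score, a plate-corrected score, at least three library SD, with initial intensity B-score within 5 SD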
#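 assay system = CHO-K1 cells stably expressing KCNQ1 | medium = assay buffer, equal DMSO in all wells | timing = 37 °C overnight plating, 90-min dark dye load, 20-min compound pretreatment | measured by = kinetic FluxOR thallium fluorescence, 10-s 1-Hz baseline, 110-s post-stimulus read | measure = fluorescence change relative to baseline, converted to B score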
# KCNQ1 inh – blocks the human KCNQ1 potassium channel | CHO-K1 KCNQ1, FluxOR thallium flux fluorescence; stronger effect = higher value | B-score at 10 µM | 1.3% of 310,000 active;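 active means compounds whose thallium flux B-score, printed positive for inhibition, exceeds three library SD while starting fluorescence stays within three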;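 further: channel opened by potassium depolarization with thallium stimulus after 20 min compound exposure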
# PolyA inh – inhibitors of polyadenylation in S. cerevisiae; S. cerevisiae SKY197-pL101 polyadenylation reporter, beta-gal luminescence; efflux-impaired pdr1/pdr3 knockout yeast; score 100 = 6 SD above DMSO; calls only at 12 µM; 0.02% of 300,000 active;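 active means lowest replicate activity score at least 50, where 100 means six control SD above control mean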;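 further: yeast exposed to compound for 9 h at 30 °C; higher score means more reporter readthrough which indicates perturbed polyadenylation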
# RGS4 inh – inhibitors of human RGS4. P49798. HEK293 M3R/RGS4 inducible, Fluo-4 calcium flux; stronger effect = higher value; triggered by carbachol at its EC20. B-score at 10 µM. 0.45% of 310,000 active;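 active means B-score, a plate-corrected calcium signal, over three deviations above library mean, with baseline fluorescence within five deviations of library mean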;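 further: RGS4 expression induced by doxycycline in cells with stable M3 receptor; B-score is computed from the integrated fluorescence ratio over baseline after carbachol; higher B-score means a larger calcium signal and so more RGS4 inhibition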
# Target sequence (P49798 whole entry, looked up): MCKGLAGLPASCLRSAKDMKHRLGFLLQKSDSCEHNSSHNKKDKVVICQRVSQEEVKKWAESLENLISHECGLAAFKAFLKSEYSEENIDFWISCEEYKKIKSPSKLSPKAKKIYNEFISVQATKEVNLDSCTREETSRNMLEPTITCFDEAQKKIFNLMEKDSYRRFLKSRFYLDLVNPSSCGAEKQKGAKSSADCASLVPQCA
# Dyrk1A ADPGlo – inhibitors of rat Dyrk1A kinase; Q63470; ADP-Glo luminescence, NFATc1 peptide; inhibition, % at 12.5 µM; 0.43% of 310,000 active; in the data active means inhibition above about 50%;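 further: plate controls were vehicle with enzyme for no effect and no enzyme for full effect; many of its hits are not listed in these tables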
# RGS4 act – RGS4 potentiation or activation | HEK293 M3R/inducible RGS4, carbachol calcium flux Fluo4; stronger effect = lower value | B-score at 10 µM | 0.92% of 310,000 active;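 active means B-score of the integrated calcium signal more than 4 SD below the library mean, with starting fluorescence not abnormally high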;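 further: negative B-score means reduced calcium response which marks RGS4 activation or potentiation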
#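 Detection: kinetic calcium fluorescence imaging with Fluo4-AM dye, 2 µM / Material: HEK293 cells with stable M3R and inducible RGS4 / Schedule: recording 10 s baseline at 1 Hz, 100 s post-agonist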
# Numbers without * were called inactive; i = inactive; · = no result given; & = joins results of further samples. A portion of the library; rates above refer to the full screens.
SMILES,GSK3B inh,KCNK3 block,GSK3A inh,KCNK9 block,hERG rescue,KCNQ1 act,KCNQ1 inh,PolyA inh,RGS4 inh,Dyrk1A ADPGlo,RGS4 act
S=c1nc[nH]c2nc[nH]c12,-1,i,-2&2,i,-3,i,i,i,i,0&-2,i
CCOc1ccc(CN(C(=O)c2cc3ccccc3oc2=O)C2CC2)cc1,1,i,0,i,-3,i,i,i,i,7,i
NS(=O)(=O)c1ccc(S(=O)(=O)NCCc2ccccc2)cc1,1,i,1,i,-5,i,i,i,i,6,i
Cc1cc(C)n(C(=O)CNC(=O)c2cccc(Br)c2)n1,4,i,-3,i,-9,i,i,i,i,0,i
CCCOc1ccc2oc(=O)c3c(c2c1)CCCN3C(=O)CN1CCCC(C(=O)OCC)C1 (configuration not stated),0,i,·,i,-8,i,i,i,i,7,i
CCOc1ccc(NC(=O)N2CCC(C(N)=O)(N3CCCCC3)CC2)cc1,0,i,-2,i,-12,i,i,i,i,-10,i
CCN(CC)CCNS(=O)(=O)c1ccc(/C=C/C(=O)O)cc1,3,i,-1,i,-3,i,i,i,i,8,i
COCCN(Cc1ccccc1)C(=O)c1cccc(S(=O)(=O)N2CCN(c3ccccc3)CC2)c1,1,i,-2,i,-10,i,i,i,i,6,i
CSc1ccc(S(=O)(=O)N2c3ccccc3CC2C)cc1 (configuration not stated),1,i,0,i,-10,i,6*,i,i,13,i
CCN(CC)CCn1c2ccccc2c2n[nH]c(=S)nc21,-2,i,0,i,-7,i,i,i,i,-1,i
CCOC(=O)/C=C/COc1ccccc1[N+](=O)[O-],2,i,0,i,-4,i,i,i,i,3,i
CCCc1cc(=O)oc2cc(C)cc(OCC(=O)Nc3cccnc3)c12,-7,i,9,i,-2,i,i,i,i,·,i
O=C(NCC1CCCO1)c1onc(CSc2ccc(F)c(F)c2)c1C(=O)O (configuration not stated),3,i,-6,i,2,i,i,i,i,1,i
Cc1cc2ncn(-c3ncnc4sc(C)c(C)c34)c2cc1C,-7,i,1,i,-10,i,i,i,i,12,i
O=C(Nc1ccc(NC(=O)C2CC2)nc1)c1cnccn1,0,i,·,i,-4,i,i,i,i,-1,i
Cc1ccsc1C(=O)NCc1ccc(F)cc1,-2,i,1,i,-1,i,i,i,i,3,i
COc1ccc(OC)c(S(=O)(=O)N2CCC(C(=O)Nc3cc(C)ccc3C)CC2)c1,3,i,-4,-10*,-2,i,i,i,i,-5,i
C=CCN1C(=O)c2ccc(C(=O)N(C)CC(=O)Nc3ccc(OCC)c(OCC)c3)cc2C1=O,2,i,·,i,-19,i,i,i,i,2,i
Cc1cccc(OCC(O)CN2CCOCC2)c1 (configuration not stated),3,i,-2,i,-7,i,i,i,i,·,i
O=C(C1CC1)N1CCc2cc(S(=O)(=O)N3CCOCC3)ccc21,1,i,-1,i,-10,i,i,i,i,-2,i
C/C(=N\NC(=S)NCC(C)(C)C)c1cc(F)cc(F)c1O,0,i,3,i,-11,i,i,i,i,·,i
CC(C)(C)NC(=O)COC(=O)c1ccccc1Nc1ccc(SC(F)F)cc1,1,i,-1,i,-9,i,6*,i,i,-5,i
O=C(COC(=O)c1ccc(Cl)cc1[N+](=O)[O-])NNC(=O)c1cccs1,-1,i,-1,i,-15,i,i,i,i,·,i
CC(C)(C)n1nc2c(c1NC(=O)c1ccc(F)c(F)c1)CS(=O)(=O)C2,1,i,0,i,-6,i,i,i,i,-7,i
CC1=C(C(=O)OC(C)C)C(c2ccc(Br)s2)NC(=O)N1C (configuration not stated),1,i,2,i,-5,i,i,i,i,26,i

# 2 records drawn at random from the list so far:
SMILES,GSK3B inh,KCNK3 block,GSK3A inh,KCNK9 block,hERG rescue,KCNQ1 act,KCNQ1 inh,PolyA inh,RGS4 inh,Dyrk1A ADPGlo,RGS4 act
O=C(NCC1CCCO1)c1onc(CSc2ccc(F)c(F)c2)c1C(=O)O (configuration not stated),3,i,-6,i,2,i,i,i,i,1,i
Cc1cc2ncn(-c3ncnc4sc(C)c(C)c34)c2cc1C,-7,i,1,i,-10,i,i,i,i,12,i

# Nothing new here: entries from further up.
SMILES,GSK3B inh,KCNK3 block,GSK3A inh,KCNK9 block,hERG rescue,KCNQ1 act,KCNQ1 inh,PolyA inh,RGS4 inh,Dyrk1A ADPGlo,RGS4 act
S=c1nc[nH]c2nc[nH]c12,-1,i,-2&2,i,-3,i,i,i,i,0&-2,i
CCOc1ccc(CN(C(=O)c2cc3ccccc3oc2=O)C2CC2)cc1,1,i,0,i,-3,i,i,i,i,7,i
NS(=O)(=O)c1ccc(S(=O)(=O)NCCc2ccccc2)cc1,1,i,1,i,-5,i,i,i,i,6,i
Cc1cc(C)n(C(=O)CNC(=O)c2cccc(Br)c2)n1,4,i,-3,i,-9,i,i,i,i,0,i

# In a second layout: entries from further up
Cc1ccsc1C(=O)NCc1ccc(F)cc1
- GSK3B inh = -2
- KCNK3 block = i
- GSK3A inh = 1
- KCNK9 block = i
- hERG rescue = -1
- KCNQ1 act = i
- KCNQ1 inh = i
- PolyA inh = i
- RGS4 inh = i
- Dyrk1A ADPGlo = 3
- RGS4 act = i

COc1ccc(OC)c(S(=O)(=O)N2CCC(C(=O)Nc3cc(C)ccc3C)CC2)c1
- GSK3B inh = 3
- KCNK3 block = i
- GSK3A inh = -4
- KCNK9 block = -10*
- hERG rescue = -2
- KCNQ1 act = i
- KCNQ1 inh = i
- PolyA inh = i
- RGS4 inh = i
- Dyrk1A ADPGlo = -5
- RGS4 act = i

C=CCN1C(=O)c2ccc(C(=O)N(C)CC(=O)Nc3ccc(OCC)c(OCC)c3)cc2C1=O
- GSK3B inh = 2
- KCNK3 block = i
- GSK3A inh = ·
- KCNK9 block = i
- hERG rescue = -19
- KCNQ1 act = i
- KCNQ1 inh = i
- PolyA inh = i
- RGS4 inh = i
- Dyrk1A ADPGlo = 2
- RGS4 act = i

# Continuation.
SMILES,GSK3B inh,KCNK3 block,GSK3A inh,KCNK9 block,hERG rescue,KCNQ1 act,KCNQ1 inh,PolyA inh,RGS4 inh,Dyrk1A ADPGlo,RGS4 act
CCN(CC(=O)Nc1ccccc1C(F)(F)F)C(=O)Cc1ccccc1,-5,i,-1,i,-7,i,i,i,i,-3,i
Cc1ccc(CSc2nnc(-c3ccco3)n2N)cc1,-1,i,1,i,-12,i,i,i,i,-1,i
CNC(=O)c1c(NC(=O)c2cccc(N3C(=O)CCC3=O)c2)sc2c1CCC2,1,i,-3,i,-17,i,i,i,i,8,i
COc1cc(/C=C2\SC(=O)N(CC(=O)Nc3ccccc3F)C2=O)cc(Cl)c1O,2,i,-1,i,-7,i,i,·,i,-3,i
O=C(/C=C/c1ccccc1)NC(=S)Nc1ccccc1C(=O)NC1CCCCC1,6,i,-1,i,-7,i,i,i,i,·,i
COCCNC(=O)/C(C#N)=C/c1c(N2CCN(C)CC2)nc2c(C)cccn2c1=O,3,i,-3,i,-5,i,i,i,i,-4,i
O=S(=O)(/N=C(/Nc1cccc2ccccc12)c1ccc(F)cc1)c1ccccc1,1,i,-1,i,-4,i,i,i,i,2,i
CN1CCc2c(sc(NC(=O)c3ccc4ccccc4c3)c2C(N)=O)C1,-2,i,1,i,-25,i,i,i,i,-1,i
N#Cc1ccc(COC(=O)CC(NC(N)=O)c2ccc(Cl)cc2)cc1 (configuration not stated),2,i,-2,i,-2,i,i,i,i,-9,i
C=C(C)COc1ccc(-c2[nH]ncc2Oc2cccc(OC)c2)c(O)c1,-4,i,·,i,-2,i,i,i,i,2,i
COC(=O)c1ccc(OC)c(CSc2nnc(-c3ccc(C(C)(C)C)cc3)o2)c1,0,·,-1,i,-15,i,i,i,i,·,-7.9*
CN(Cc1ccccc1)C(=O)COc1ccc(N(C)S(=O)(=O)c2ccc(F)cc2)cc1,6,i,-1,i,-13,i,i,i,i,0,i
c1ccc(Sc2ncnc3c2oc2ccccc23)cc1,-2,i,-1,i,-16,i,i,i,i,-2,i
O=C(NCc1ccc2[nH]c3c(c2c1)CCCC3)c1ccc(S(=O)(=O)N2CCOCC2)cc1,-1,i,0,i,-11,i,i,i,i,2,i
COc1ccccc1CNC(=S)Nc1ccc(F)cc1,-5,i,1,i,-2,i,i,i,i,-1,i
COc1ccccc1-n1c(CNC(=O)c2ccc(S(=O)(=O)N3CCCCC3)cc2)n[nH]c1=S,-1,i,-1,i,-5,i,i,i,i,-4,i
COc1ccc(OCCN2CCOCC2)cc1,-3,i,0,i,-9,i,i,i,i,·,i
COc1ccc(CCNC(=O)c2cccc(NC(=O)CC3SC(N4CCCCC4)=NC3=O)c2)cc1OC (configuration not stated),-1,i,-3,i,-3,i,i,i,i,0,i
CCO[C@@H]1OC(C(=O)O)=C[C@H](c2cn(C(C)=O)c3ccccc23)[C@H]1CCCO,-6,i,3,i,-3,i,i,i,i,-1,i
CC(C)(C)OC(=O)N1CCC(c2c(C(=O)O)cnn2-c2ccccc2)CC1,3,i,0,i,-6,i,i,i,i,3,i
Cc1cc([N+](=O)[O-])cc([N+](=O)[O-])c1NCC(C)C,-3,i,-1,i,-7,i,i,i,i,-3,i
Cc1nnc(C)n1N1C(=O)c2cccc3cccc(c23)C1=O,-3,i,-1,i,-6,i,i,i,i,-6,i
C/C(CCC(C)C)=N\NC(=S)NCc1ccccc1,-2,i,0,i,-25,i,i,i,i,0,i
Cc1ccc(S(=O)(=O)Nc2cc3c(cc2C#N)OCO3)cc1C(N)=O,2,i,-1,i,-6,i,i,i,i,-1,i
O=C(c1ccco1)N1CCCC(c2ccccc2)C1 (configuration not stated),2,i,2,i,-5,i,i,i,i,-5,i
COc1ccccc1CNC(=O)C1CC(=O)N(c2ccc(C)c(C)c2)C1 (configuration not stated),-4,i,1,i,0,i,i,i,i,-6,i
O=C(NCCCN1CCOCC1)c1ccc(CNS(=O)(=O)c2ccc(F)cc2)cc1,-4,i,-1,i,-13,i,i,i,i,11,i
Cn1ncc(C(=O)N=S(C)(=O)c2ccccc2)c1[N+](=O)[O-] (configuration not stated),0,i,0,i,-1,i,i,i,i,0,i
